Compound activity as filed in PubChem.
BAZ2B inh: BAZ2B (human) inhibition; AlphaScreen BAZ2B-H3K14Ac peptide displacement; Potency, µM (top dose mostly 114 µM), for inactives: at the highest dose activity change, negative = inhibition, most hits filed as inhibitors; hit rate 4.4% among 360,000; AID 504333; note: % is set by controls: 0 for no effect and ±100 for the full control effect; nearly all actives have a fitted effect of over 60% in size
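Inhibition is scored as reduced AlphaScreen emission. The BAZ2B/b-H3(5-23)K14Ac complex (50 nM each) in PBS pH 7.4, 0.01% Tween-20 meets compound (up to 110 uM) for 30 min at RT before bead addition.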
POLI inh: blocks human DNA polymerase iota activity; Pol iota fluorescent replication assay, 10 min; AID 588590; hit rate 1% among 390,000; Potency, µM (titrated, usually from 115 µM), inactives show at the highest dose activity, negative = inhibition, most hits filed as inhibitors
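Fluorescent replication assay read twice, at 0 min and 10 min after adding 50 nM (final) substrate. Enzyme (10 nM) and compounds were first incubated 15 min at room temperature; enzyme-free buffer wells were negative controls.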
GLS inh: inhibitors of human glutaminase (GLS). Potency, µM (titrated, usually from 45.5 µM), for the others: at the top dose activity change, negative = inhibition, usual class: inhibitors. GLS enzymatic activity, qHTS titration. hit rate 0.21% among 410,000. O94925. AID 624170; note: % is set by controls: 0 for no effect and ±100 for the full control effect
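hKGA in 45 mM KH2PO4 (pH 8.2), 0.02% Tween-20 with compound, then 1mM L-Glutamine (stock as added) plus glutamate oxidase/HRP/Amplex red coupling mix. Fluorescence read initially and after 30 min at RT; signal change reflects glutamate formation.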
G9a inh: blocks human histone lysine methyltransferase G9a | Q96KQ7 | G9a H3K9 monomethylation, AlphaScreen, 2 h | Potency, µM (titrated, usually from 102 µM), for inactives: at the top dose activity, negative = inhibition, actives largely listed as inhibitors | hit rate 8.8% among 350,000 | AID 504332; note: % is set by controls: 0 for no effect and ±100 for the full control effect; nearly all actives have a fitted effect of over 75% in size
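Readings reflect AlphaScreen signal from monomethyl-H3K9 antibody detection. HMT at 20 nM; substrate b-H3K9 500 nM; cofactor SAM 20 uM; 2 h RT reaction; compounds tested as titrations in qHTS with 15 min preincubation.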
Pin1 inh: inhibitors of human Pin1; Q13526; Pin1 FP peptide displacement, HiFluor488, 10 min; Potency, µM (series often up to 115 µM), for inactives: at the highest dose activity, negative = inhibition, most hits filed as inhibitors; hit rate 0.009% among 390,000; AID 504891; active = well fitted inhibition curve with a large enough effect in the polarisation, with a control signal flat, not every such curve was filed as active; inconclusive = small, poorly fitted or top-dose-only effect, or effect the other way, or a change in a side signal; inactive = no such curve, though single readings can be large or run the other way; the % refers to the polarisation; note: % is set by controls: 0 for no effect and ±100 for the full control effect
HP1b chromo inh: blocks HP1-beta chromodomain binding to methylated histone tails; P83916; hit rate 0.56% among 390,000; Potency, µM (top dose mostly 114 µM), inactives show at the top dose activity change, negative = inhibition, usual class: inhibitors; AlphaScreen HP1-beta / biotin-H3K9me3 peptide binding; note: nearly all actives have a fitted effect of over 70% in size; inactives centre near 23
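Compound inhibition of the preformed complex between 50 nM HP1-beta and 50 nM biotinylated H3K9me3 peptide was read by AlphaScreen. Buffer was PBS pH 7.4 with 0.01% Tween-20. Incubations ran 30 min at room temperature, with 10 ug/mL donor/acceptor beads.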
JMJD2A Tudor inh: blocks the human JMJD2A Tudor domain; Potency, µM (titrated, usually from 114 µM), for the others: top-dose activity change, negative = inhibition, hits mostly inhibitors; O75164; AID 504339; AlphaScreen JMJD2A-Tudor / H3K4me3 peptide binding; hit rate 4.4% among 390,000; note: % is set by controls: 0 for no effect and ±100 for the full control effect; nearly all actives have a fitted effect of over 50% in size
Target sequence (O75164 whole entry, looked up, the tested form may be a part): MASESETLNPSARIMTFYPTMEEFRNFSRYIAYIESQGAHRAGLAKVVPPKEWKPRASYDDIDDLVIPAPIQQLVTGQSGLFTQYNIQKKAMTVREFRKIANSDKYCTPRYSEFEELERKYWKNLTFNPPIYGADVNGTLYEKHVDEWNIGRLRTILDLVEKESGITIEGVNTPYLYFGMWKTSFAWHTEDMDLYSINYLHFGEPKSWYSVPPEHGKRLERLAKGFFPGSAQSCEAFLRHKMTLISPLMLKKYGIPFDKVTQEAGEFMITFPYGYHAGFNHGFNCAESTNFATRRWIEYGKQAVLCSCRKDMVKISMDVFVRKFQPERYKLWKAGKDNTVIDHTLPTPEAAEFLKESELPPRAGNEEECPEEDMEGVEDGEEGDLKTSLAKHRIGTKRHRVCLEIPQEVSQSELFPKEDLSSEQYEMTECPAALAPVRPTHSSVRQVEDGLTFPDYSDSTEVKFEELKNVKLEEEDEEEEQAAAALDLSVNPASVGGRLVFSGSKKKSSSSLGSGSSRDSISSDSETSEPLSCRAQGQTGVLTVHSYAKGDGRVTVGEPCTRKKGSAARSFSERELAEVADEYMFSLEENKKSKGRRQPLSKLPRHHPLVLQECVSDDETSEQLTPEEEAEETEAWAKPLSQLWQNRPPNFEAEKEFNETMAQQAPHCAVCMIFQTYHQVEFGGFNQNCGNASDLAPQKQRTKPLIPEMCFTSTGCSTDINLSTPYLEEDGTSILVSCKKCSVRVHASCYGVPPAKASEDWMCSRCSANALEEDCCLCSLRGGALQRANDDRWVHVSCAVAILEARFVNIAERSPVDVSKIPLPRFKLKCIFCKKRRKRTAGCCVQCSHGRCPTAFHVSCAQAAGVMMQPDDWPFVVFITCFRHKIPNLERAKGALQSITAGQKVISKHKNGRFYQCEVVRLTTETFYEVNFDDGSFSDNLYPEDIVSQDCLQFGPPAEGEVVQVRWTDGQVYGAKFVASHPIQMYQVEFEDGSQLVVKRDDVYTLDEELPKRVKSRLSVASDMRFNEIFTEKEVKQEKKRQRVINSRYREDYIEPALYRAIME
BLM helicase inh: blocks DNA unwinding by human BLM helicase; P54132; recombinant BLM DNA unwinding, fluorescence dequenching; Potency, µM (titrated, usually from 56.1 µM), for inactives: top-dose activity change, negative = inhibition, hits mostly inhibitors; hit rate 0.2% among 350,000; AID 2528;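 note: plate controls were vehicle for no effect and no enzyme for full effect; nearly all actives have a fitted effect of over 35% in size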
PGK inhibitor: T. brucei PGK inhibition. hit rate 0.043% among 380,000. Potency, µM (doses to about 57.5 µM), for inactives: at the highest dose activity change, negative = inhibition, most hits filed as inhibitors. PGK/GAPDH coupled, Kinase-Glo luminescence, 60 min; note: % is set by controls: 0 for no effect and ±100 for the full control effect; nearly all actives have a fitted effect of over 60% in size
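Recombinant glycosomal PGK reaction used 1,3-bisphosphoglycerate generated in-well by GAPDH (100nM final) in 100mM TEA pH 7.6, 5mM MgCl2, 0.01% Tween-20. After 60 minutes at room temperature, ATP was read by Kinase-Glo Plus luminescence end-point.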
The depositor's hits bear a star; i = inactive; ? = inconclusive; · = not tested or not shown; & = joins results of further samples; [ ] = remark or other dose. Unless noted, calls come from the whole dose curve; as a rule, active = well fitted curve in the direction sought with a large enough effect; inconclusive = small, poorly fitted or top-dose-only effect, or another doubt; inactive = no such curve, though single readings can be large; an effect the other way counts as inactive or inconclusive. Potency is the fitted concentration of half-maximal effect. This is a subset. The share of hits here may be higher or lower than overall.

Compound	Pin1 inh	GLS inh	G9a inh	HP1b chromo inh	POLI inh	BLM helicase inh	BAZ2B inh	JMJD2A Tudor inh	PGK inhibitor
C=CCNC(=S)N1CCN(Cc2ccc3c(c2)OCO3)CC1	0%	1%	-6%[0.501 µM]	?	16%	-2%	50µM*	14µM*	i
COc1ccc(C#Cc2c(-c3ccc(OC)cc3)oc3ccc(-c4ccc5c(c4)OCO5)cc23)cc1	6%	0%	·	46%[activator]	31%[activator]	·	·	-10%	6%
O=C(OCC(=O)c1ccccc1Cl)c1cnccn1	0%	-5%	-4%[59 µM]	?	12%	-2%	-7%	-23%	-10%
CCOc1cc(/C=N/NC(=O)c2nnn(-c3nonc3N)c2C)ccc1OCc1cccc(F)c1	-1%	0%	3%	43%[activator]	9%	-2%	-5%	15%	i
COC(=O)CSc1nnc2c3c4c(sc3nc(-n3nc(C)cc3C)n12)COC(C)(C)C4	7%	6%	-10%[59 µM]	60%[activator]	14%	-3%	1%	10%	-2%
COc1ccc(NC(=O)CN(C)C(=O)c2cccc(S(=O)(=O)N3CC4(C)CC3CC(C)(C)C4)c2)cc1 (centres undefined)	-4%	-1%	?	3%	30%	·	7%	-23%	1%
NS(=O)(=O)c1cc2c(cc1Cl)NC(C1C[C@H]3C=C[C@@H]1C3)NS2(=O)=O (some centres undefined)	5%	10%	-18%[59 µM]	25%	?	-9%	-23%	-14%	i
Cc1c(Br)c(C(F)(F)F)nn1CC(=O)N(C)C1CCCCC1	-1%	0%	7%	34%	9%	-6%	-2%	2%	8%
COCCn1c(SCC(=O)Nc2ccc(NC(C)=O)cc2)nc2c([nH]c3ccccc32)c1=O	1%	0%	-4%	3%	14%	-7%	-4%	-17%	-2%
Cc1ccc(N2C(=O)N(CC(=O)NC(c3ccccc3)c3ccccc3)C(=O)C2C)cc1 (centres undefined)	24%	-11%	11%	8%	-16%	-9%	2%	-2%	i
COc1ccc(/C=C/C(=O)N(C)C2CCCCC2)cc1Br	-1%	6%	0%	1%	143%[activator]	-3%	-12%	-20%	-5%
O=C(/C=C/c1ccccc1Cl)OCC(=O)c1ccc[nH]1	?	4%	3%[59 µM]	-5%	?	·	-37%	?	-3%
Cc1cc(Oc2ccccc2)nc(N2CCOCC2)n1	5%	6%	30%	46%[activator]	4%	-3%	6%	9%	9%
Cc1c(Nc2cc(Cl)c3nonc3c2[N+](=O)[O-])c(=O)n(-c2ccccc2)n1C	3%	0%	7.1µM*	-24%	-41%	-2%	-20%	-9%[11.4 µM]	1%
CCOC(=O)c1sc(C(=O)OCC)c(OCCO)c1OCCO	1%	-7%	-4%[59 µM]	15%	6%	-1%	-2%	1%	13%
Cc1oc2cc(Br)c(O)c(Br)c2c1-c1ccccc1	-10%	-12%	?	-10%	149%[activator]	-18%	-6%	-2%	i
O=C(CCc1nnc(CCC2CCCCC2)o1)NCCc1ccccn1	8%	2%	3%	27%	-2%	-4%	1%	-7%	-7%
O=[N+]([O-])c1cc2c(c3cccnc13)COCO2	?	?	·	?	40µM*	·	·	25µM*	-8%
CCOC(=O)CSC1=C(C#N)C(=O)NC2(CCCCC2)S1	4%	13%	32µM*	71µM*	?	-1%	13µM*	45µM*	-9%
Nc1c(-c2nc(-c3cccs3)no2)nnn1-c1cccc(F)c1	1%	-1%	7%[59 µM]	11%	0%	-3%	3%	-15%	-10%
CCOc1ccc2c(c1)C(=O)c1cc(OCC(=O)O)ccc1-2	0%	18%	·	55%[activator]	-2%	2%	-18%	-22%	-10%
Cc1ccc(C(=O)C(=O)c2ccc(C)c(N)c2)cc1N	-6%	25%	-27%	-25%	66%[activator]	-5%	?	?	-6%
COc1ccc([N+](=O)[O-])c(S(=O)(=O)c2ccc(Cl)cc2)n1	-3%	-14%	18µM*	33%	?	0%	-29%	-28%	-3%
COc1ccc(NC(=O)C2=CN3CCS(=O)(=O)N=C3C=C2)c(OC)c1	1%	-4%	14%[12.7 µM]	46%[activator]	22%	·	-4%	-7%	11%
COc1ccc(C2=NOC(COc3ccc([N+](=O)[O-])cc3)C2)cc1 (centres undefined)	4%	2%	16%[59 µM]	22%	-1%	-4%	-4%	2%	-5%
O=C(/C=C/c1ccc([N+](=O)[O-])cc1)c1ccco1	-5%	-2%	23%	16%	?	-4%	3%	-18%	-3%
O=C(Nc1ncccn1)c1ccc([N+](=O)[O-])o1	4%	-11%	1%	40%[activator]	48%[activator]	-4%	-15%	-2%	2%
Cc1ccc(-n2ncc3c(NCCO)ncnc32)cc1Cl	-3%	-1%	1%[59 µM]	31%	11%	1%	2%	-15%	-1%
COc1ccc(C)c2sc(N3CCN(C(=O)c4ccco4)CC3)nc12	1%	-2%	9%[59 µM]	7%	8%	2%	?	-23%	i
O=C(COC(=O)C1=COCCO1)Nc1ccc(F)cc1	1%	8%	-14%	18%	21%	·	-2%	1%	6%

Just Pin1 inh and HP1b chromo inh, for two of the compounds above:
canonical_smiles | Pin1 inh | HP1b chromo inh
O=C(CCc1nnc(CCC2CCCCC2)o1)NCCc1ccccn1 | 8% | 27%
O=[N+]([O-])c1cc2c(c3cccnc13)COCO2 | ? | ?

Continuation:
Compound	Pin1 inh	GLS inh	G9a inh	HP1b chromo inh	POLI inh	BLM helicase inh	BAZ2B inh	JMJD2A Tudor inh	PGK inhibitor
C/C(=N\NC(=O)c1ccccc1O)c1ccc(Br)s1	-4%	20%	2%[59 µM]	-3%	-13%	-8%	6%	-22%	-1%
CN(C)C(/C=C/Nc1ccc(F)cc1)=C(C#N)C#N	0%	1%	-12%	7%	8%	0%	0%	-8%	-11%
Cc1ccc(S(=O)(=O)Nc2nc(N)n(-c3ccccc3)n2)cc1	-12%	15%	13%	6%	1%	-4%	-10%	-5%	-1%
COc1ccccc1OCCNC(=O)c1cccc(S(=O)(=O)NCc2ccccc2)c1	1%	1%	24%[12.7 µM]	51%[activator]	20%	·	-6%	-20%	-3%
C/C(=N\NC(=O)c1cc(-c2ccc(Br)s2)[nH]n1)c1ccncc1	7%	7%	-3%	1%	-25%	-5%	-12%	-16%	-2%
CNC(=S)N1CCn2cccc2C1c1cc(OC)c(OC)c(OC)c1 (centres undefined)	-4%	8%	?	-17%	132%[activator]	-3%	?	-27%	i
CCOC(=O)COc1ccc(S(=O)(=O)NC2CC2)cc1	-5%	1%	9%	54%[activator]	110%[activator]	-1%	10%	-7%	-4%
CCCNC(=O)Cn1c(=O)/c(=C/c2ccc(-c3cccc([N+](=O)[O-])c3)o2)s/c1=C\C(=O)C(C)(C)C	?	10%	·	7%	11%	·	·	-19%	i
CCN(CC)CCC(c1cc(OC)c(OC)c(OC)c1)c1c(OC)cc(OC)c2ccc(=O)oc12 (centres undefined)	-8%&-3%	6%	19%[12.7 µM]	15%&39%	?	-10%&-5%	4%	-28%&-29%	8%
C/C(=N\O)c1ccccc1C(=O)O	0%	-3%	-13%[2.33 µM]	31%	-15%	3%	-7%	-1%	-8%
COc1cccc2sc3cc(NCc4ccc5c(c4)OCO5)ccc3c(=O)c12	27%	4%	·	27%	14%	·	·	-25%	7%
O=C(c1cccc(S(=O)(=O)Nc2ccc(F)cc2)c1)N1CCCC1	-5%	2%	22%[12.7 µM]	30%	-10%	·	14%	-22%	i
CCNC(=S)NNC(=O)c1cc(Br)cs1	-1%	34%[activator]	?	41%[activator]	-13%	-3%	-18%	-25%	-9%
CCCCCCC(=O)Oc1ccc(N2C(=O)CCC2=O)cc1	2%	0%	?	33%	78%[activator]	-6%	-22%	8%	0%
CCn1c(CNC(=O)c2cccc(C)c2)nnc1SCC(=O)Nc1cccc(OC)c1	0%	-10%	11%[12.7 µM]	4%	-3%[58.9 µM]	-3%	9%	-16%	-6%

Quoted from the listing.
Cc1ccc(S(=O)(=O)Nc2nc(N)n(-c3ccccc3)n2)cc1 – PGK inhibitor = -1%
CN(C)C(/C=C/Nc1ccc(F)cc1)=C(C#N)C#N – BLM helicase inh = 0%
COc1ccccc1OCCNC(=O)c1cccc(S(=O)(=O)NCc2ccccc2)c1 – GLS inh = 1%
O=C(c1cccc(S(=O)(=O)Nc2ccc(F)cc2)c1)N1CCCC1 – GLS inh = 2%

Further records.
Compound	Pin1 inh	GLS inh	G9a inh	HP1b chromo inh	POLI inh	BLM helicase inh	BAZ2B inh	JMJD2A Tudor inh	PGK inhibitor
CCOc1ccccc1NC(=O)CSc1nc(N)c(C#N)cc1C#N	?	7%	?	30%[activator]	18%	-4%	-26%	-13%	8%
CCN(CC)c1ccc(-c2nc(-c3ccccn3)no2)cc1[N+](=O)[O-]	-2%	1%	-14%[59 µM]	9%	3%	-3%	-1%	-23%	-15%
CCCN1CNc2c(c(=O)[nH]c(=S)n2CCc2ccc(OC)cc2)C1	0%	·	·	26%	13%	·	·	-20%	·
Cc1ccc(CNC(=O)c2ccc(Cl)cc2[N+](=O)[O-])cc1	1%	-13%	·	-3%	-12%	-1%	5%	-10%	i
CCN(C(=O)CSc1nnc(-c2cccs2)o1)C1CCS(=O)(=O)C1 (centres undefined)	-3%	10%	-3%	-2%	114%[activator]	0%	-1%	-15%	1%
Cc1cccc(C)c1NC(=O)C/C(N)=N/O	-7%	43%[activator]	0%[59 µM]	?	5%	1%	6%	-2%	0%
CC(NC(=O)Cn1ncc2c3ccccc3n(Cc3ccc(F)cc3)c2c1=O)c1ccccc1 (centres undefined)	-3%	-3%	13%[59 µM]	9%	20%	-2%	4%	-23%	-5%
CCOC(=O)N1CCN(c2nc(-c3ccccc3)c3ccccc3n2)CC1	-15%	2%	182%[activator]	225%[activator]	-17%	-9%	192%[activator]	117%[activator]	-8%
Cc1ccc(N2CCN(C(=O)CCc3c(C)nc4c(c3C)c(=O)n(C)c(=O)n4C)CC2)c(C)c1	-6%	-9%	-1%[59 µM]	11%	2%	-1%	-14%	-14%	-5%
CCCCN1C(=O)N(C)C2NC(=O)NC21 (centres undefined)	-4%	9%	0%[12.7 µM]	27%	7%	-1%	-23%	-7%	-2%
